Source: PubChem BioAssay (several laboratories)
FXIIa inh: blocks human coagulation factor XIIa protease activity; purified FXIIa, Boc-QGR-AMC fluorogenic substrate, 2 h; AID 800; 0.3% of 220,000 active; P00748; inhibition, % at 5 µM; in the data active means inhibition above about 40%;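 further: 0% = enzyme with no compound and 100% = blank without enzyme; many of its hits are not listed in these tables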
Target sequence (P00748 20-372 limits assumed): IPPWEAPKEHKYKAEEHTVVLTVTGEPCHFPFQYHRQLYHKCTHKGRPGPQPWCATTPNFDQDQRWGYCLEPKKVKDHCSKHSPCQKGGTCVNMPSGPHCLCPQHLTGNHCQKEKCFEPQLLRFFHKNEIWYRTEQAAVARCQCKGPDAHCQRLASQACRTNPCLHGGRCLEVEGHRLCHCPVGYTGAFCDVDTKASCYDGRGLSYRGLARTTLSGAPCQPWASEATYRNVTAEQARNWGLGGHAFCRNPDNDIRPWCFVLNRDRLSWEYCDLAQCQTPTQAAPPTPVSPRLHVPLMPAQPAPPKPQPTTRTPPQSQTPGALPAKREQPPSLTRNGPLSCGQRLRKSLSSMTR
Target sequence (P00748 373-615 limits assumed): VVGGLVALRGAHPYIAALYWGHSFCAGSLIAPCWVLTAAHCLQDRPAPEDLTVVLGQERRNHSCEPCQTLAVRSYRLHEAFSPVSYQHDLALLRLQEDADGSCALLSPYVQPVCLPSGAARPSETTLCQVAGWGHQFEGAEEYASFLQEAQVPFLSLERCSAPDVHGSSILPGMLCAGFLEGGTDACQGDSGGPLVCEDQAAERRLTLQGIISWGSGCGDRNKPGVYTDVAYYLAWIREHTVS
TNF necrop inh: inhibitors of TNF-alpha induced necroptosis in Jurkat FADD-/- cells | Jurkat FADD-/- TNF necroptosis rescue, ATP luminescence, 24 h; 0 = TNF only, 100 = no-TNF cells | 0.068% of 220,000 active | activation (protection from cell death), % at 10 µM | AID 463075;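 active means activation, meaning protection from cell death, of at least 50% relative to plate controls; inactive means activation below 50%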;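 further: necroptosis triggered by 40 ng/mL TNF-alpha added together with compound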
L929 necroptosis: L929 zVAD cell death inhibition. L929 zVAD necroptosis rescue, ATP luminescence, 24 h; with zVAD 60 µM. 0.38% of 220,000 active. viability rescue, % at 10 µM;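 active means activation, scaled between plate controls, above about 75%, limit read from the data; inactive means activation under that limit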;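 further: 0% = zVAD with DMSO and 100% = DMSO alone without zVAD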
thrombin 1536: thrombin (human) inhibition; P00734; alpha-thrombin, Boc-VPR-AMC fluorogenic substrate cleavage; inhibition, % at 5 µM; 0.26% of 220,000 active; AID 1046;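 active means inhibition at or above 40%; inactive means inhibition below 40%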;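 further: 0% = enzyme with no compound and 100% = wells without enzyme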
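System – human alpha-thrombin · Medium – pH 7.5 Tris (50 mM) with NaCl 150 mM, Tween 20 0.05% · Compound – single-point dosing at 5 µM, 0.2% DMSO · Incubation – enzyme reaction carried out at room temperature · Technique – fluorescence of released AMC, ex 355 nm, em 460 nm · Read-out basis – % inhibition of thrombin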
KCC2 mod: KCC2 (human) Cl- transport modulation | KCC2 cells, thallium flux FluoZin-2 fluorescence | B-score of Tl+ flux slope (higher = more flux/activation; lower = inhibition) at 10 µM | 2.2% of 190,000 active;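 active means thallium flux slope and its plate-corrected score both differing from the plate sample mean at a set confidence after two filtering rounds, in either direction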;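 further: slope of fluorescence scaled to starting intensity during 10 to 20 s after thallium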
FXIa inh: factor XIa (human) inhibition; inhibition, % at 5 µM; purified FXIa, Boc-Glu-Ala-Arg-AMC fluorogenic substrate; P03951; 0.14% of 220,000 active;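 active means inhibition of at least 40%; inactive means inhibition below 40%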;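 further: fluorescence of freed AMC excited at 355 nm; 0% = enzyme without compound and 100% = no enzyme blank; many of its hits are not listed in these tables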
hK5 inh: inhibitors of human kallikrein 5 | Q9Y337 | recombinant hK5, fluorogenic AMC substrate cleavage | inhibition, % at 5 µM | 0.59% of 210,000 active | AID 873;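 active means inhibition of 40% or more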;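 further: 0% = enzyme controls without compound and 100% = no-enzyme blanks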
Target sequence (Q9Y337 67-293 limits assumed): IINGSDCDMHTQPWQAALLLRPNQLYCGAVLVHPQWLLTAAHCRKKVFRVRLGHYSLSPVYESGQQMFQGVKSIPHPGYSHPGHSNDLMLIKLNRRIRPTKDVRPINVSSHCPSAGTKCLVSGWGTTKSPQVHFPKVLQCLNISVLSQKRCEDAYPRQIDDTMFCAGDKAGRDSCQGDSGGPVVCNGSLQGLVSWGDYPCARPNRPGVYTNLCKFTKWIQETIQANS
Hck Nef HTS: human Hck-Nef kinase inhibition; P08631; Recombinant Hck-YEEI plus Nef, Z-Lyte FRET kinase assay; inhibition, % at 20 µM; 0.68% of 220,000 active; AID 463187;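 active means Hck-Nef kinase inhibition above about 50%, limit read from the data; inactive means inhibition below that limit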;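 further: 0% = DMSO with Hck plus Nef and 100% = Hck alone without Nef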
Rad51 HR inh: blocks human Rad51 in homologous recombination. hRad51 DNA strand exchange, fluorescence dequenching. 0.085% of 200,000 active. Q06609. inhibition, % at 10 µM;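 active means inhibition above 40% at the single screening dose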;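 further: 0% = DMSO control wells and 100% = blanks with heterologous ssDNA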
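Test system – preformed human Rad51 ssDNA filaments · Reagent – Donor/quencher-labelled 47-bp dsDNA substrate · Incubation – 37 °C 15-min filament assembly, 30-min compound preincubation, 15-min exchange · Signal – FRET fluorescence dequenching, excitation 485 nm, emission 520 nm · Read-out – percent inhibition from fluorescence, normalised to plate control and blank means · Benchmarks – plate control and blank wells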
Starred values were filed as active, the others as inactive; nt = not tested or not shown.

no.	smiles	Hck Nef HTS	FXIa inh	KCC2 mod	thrombin 1536	Rad51 HR inh
1	Cc1ccc(C(=O)CC(c2cccs2)S(=O)(=O)c2ccc(C)cc2)cc1 (stereo not drawn)	2	-7	0.11	-9	-7
2	CN(C(=S)NC1CCCCC1)C1(c2ccccc2Cl)CCCCC1=O (stereo not drawn)	2	7	0.34	-10	-8
3	Cc1ccc(C(=O)N[C@H](C(=O)OCc2cc(=O)oc3cc(C)ccc23)C(C)C)cc1	4	3	-0.8	-10	7
4	COc1nnc(OC)c2ccccc12	0	-3	0.71	1	1
5	COc1ccc2c(=O)c(C(=O)O)c(-c3ccc4c(c3)OCO4)n(C)c2c1	4	7	-0.9	-2	nt
6	Cc1ccc(S(=O)(=O)NC2c3cccc4cccc(c34)C2Sc2nncn2C)cc1 (stereo not drawn)	4	6	0.018	-5	-8
7	CCC(C)[C@H](NC(=O)NCc1ccco1)C(=O)O (stereo partly drawn)	2	-1	-0.67	1	-12
8	CC1Cc2ccccc2N1C(=O)Cn1cc([N+](=O)[O-])cn1 (stereo not drawn)	-1	2	0.7	-1	-5
9	O=C1NC(Cc2c[nH]c3ccccc23)C(=O)N1Cc1ccc(CN2C(=O)NC(Cc3c[nH]c4ccccc34)C2=O)cc1 (stereo not drawn)	-2	-3	-0.012	1	8
10	O=C(NCCCN1CCCC1=O)C1CCCO1 (stereo not drawn)	1	-3	-1.2	3	19
11	Fc1ccc(-n2c(-c3cccs3)nc3nc4ccccc4nc32)cc1	8	-3	0.38	-15	8
12	CCOC(=O)C1CCCN(CCC(=O)Nc2cc(C)ccc2C)C1 (stereo not drawn)	19	-1	0.24	-9	-7

no.	TNF necrop inh	hK5 inh	FXIIa inh	L929 necroptosis
1	4.0	-6	5	1.6
2	-0.7	-10	11	3.4
3	2.6	-1	12	0.3
4	0.4	-3	4	-0.2
5	0.9	-9	9	0.5
6	0.7	-11	9	-0.6
7	-0.6	0	3	0.2
8	6.6	3	3	-0.2
9	1.1	-6	4	1.3
10	0.3	-18	-4	1.6
11	2.0	-26	-9	1.7
12	1.4	-1	4	5.2

Whole records, looked up by structure.
Shown for CCC(C)[C@H](NC(=O)NCc1ccco1)C(=O)O (stereo partly drawn) → Hck Nef HTS: 2; FXIa inh: -1; KCC2 mod: -0.67; thrombin 1536: 1; Rad51 HR inh: -12; TNF necrop inh: -0.6; hK5 inh: 0; FXIIa inh: 3; L929 necroptosis: 0.2
Shown for CN(C(=S)NC1CCCCC1)C1(c2ccccc2Cl)CCCCC1=O (stereo not drawn) → Hck Nef HTS: 2; FXIa inh: 7; KCC2 mod: 0.34; thrombin 1536: -10; Rad51 HR inh: -8; TNF necrop inh: -0.7; hK5 inh: -10; FXIIa inh: 11; L929 necroptosis: 3.4
Shown for Cc1ccc(C(=O)N[C@H](C(=O)OCc2cc(=O)oc3cc(C)ccc23)C(C)C)cc1 → Hck Nef HTS: 4; FXIa inh: 3; KCC2 mod: -0.8; thrombin 1536: -10; Rad51 HR inh: 7; TNF necrop inh: 2.6; hK5 inh: -1; FXIIa inh: 12; L929 necroptosis: 0.3

Next part
no.	smiles	Hck Nef HTS	FXIa inh	KCC2 mod	thrombin 1536	Rad51 HR inh
13	CC(=O)N1CCCc2cc(S(=O)(=O)N(CC(C)C)CC(C)C)ccc21	-4	-5	-0.14	-2	-5
14	Cc1ccc(CN2CCN(/N=C/c3cccnc3)CC2)c(C)c1	-7	5	-0.27	-2	17
15	O=C(c1cccc(F)c1)N1CCN(c2ccc([N+](=O)[O-])c3cccnc23)CC1	16	-4	-1	-8	9
16	CC(NC(=O)c1cccnc1)C(c1cccs1)N1CCN(C)CC1 (stereo not drawn)	0	7	nt	-3	-9
17	CC(=O)N1CCC2(CC1)C(C#N)=C(N)Oc1c2sc2nc(C)cc(C)c12	4	2	-0.099	-4	-2
18	COc1ccccc1N(CC(=O)N/N=C/c1ccc(C(=O)O)cc1)S(=O)(=O)c1ccc(C)cc1	4	-1	1.1	-3	4
19	Cc1noc(C)c1COC(=O)c1cnc(Cl)c(Cl)c1	19	-6	-1.6	-19	10
20	CCN(CC)c1nc(-c2ccc(Cl)cc2)cc(C(F)(F)F)c1C#N	16	-10	nt	-7	-7
21	Cc1nn(C(C)C)c(C)c1CN1CCN(Cc2ccsc2)C(CCO)C1 (stereo not drawn)	-4	14	-0.022	12	-3
22	O=C(Nc1cccc(C(=O)N2CCOCC2)c1)c1cccnc1	0	-2	nt	3	8
23	Cn1c(=O)c2c(ncn2Cc2cccc(Cl)c2)n(C)c1=O	0	-2	0.56	-5	5
24	COc1ccccc1CNC(=O)C(=O)NCC1OCCN1C(=O)c1ccc(Cl)cc1 (stereo not drawn)	25	-3	-0.29	-8	nt

no.	TNF necrop inh	hK5 inh	FXIIa inh	L929 necroptosis
13	2.9	-4	3	0.0
14	2.1	-15	14	0.9
15	-0.9	-1	2	0.0
16	1.0	-7	18	-0.8
17	-0.4	2	12	1.3
18	1.5	0	5	-0.2
19	-3.6	1	-1	3.1
20	-1.9	-3	0	0.1
21	0.3	nt	20	-0.9
22	-0.9	-10	8	-0.3
23	-3.5	-14	8	-0.3
24	-1.4	-2	5	0.6

Carrying on:
no.	smiles	Hck Nef HTS	FXIa inh	KCC2 mod	thrombin 1536	Rad51 HR inh
25	C/C(=N\Nc1nnc2c3ccccc3n(C)c2n1)c1ccc(C)o1	7	-6	-1.4	-4	nt
26	CCOc1ccc(CN(Cc2ccco2)S(=O)(=O)c2ccc(-n3cnnn3)c(OC)c2)cc1	-1	16	nt	-2	8
27	CC1CCCC(NC(=S)NC(=O)c2ccccc2Br)C1C (stereo not drawn)	6	20	23*	-5	-27
28	CCCCNC(=O)CSc1nnc(-c2c[nH]c3ccccc23)n1CC1CCCO1 (stereo not drawn)	6	-4	0.36	-4	-5
29	Cc1cc(C(=O)NCc2cccs2)cs1	-1	6	0.048	-7	-6
30	Cc1ccc(-c2[nH][nH]c(=O)c(=O)c2N=Nc2ccccc2)cc1	27	1	0.38	-6	nt
31	CCOC(=O)N1CCC(NC(=O)c2ccc3c(Cl)c4c(nc3c2)CCCC4)CC1	-6	-1	0.15	-7	-5
32	CCOc1ccc(CNC(=O)CCS(=O)(=O)Cc2ccc(C)cc2)cc1OC	5	-6	-0.57	2	-2
33	CCN(CC)CCNC(=O)c1ccc(NC(=O)c2cn(-c3ccccc3)nc2-c2cccs2)cc1	12	-6	-0.19	-10	2
34	COc1ccc(/C=N/NC(=O)CC2N=C(Cc3ccccc3)NNC2=O)cc1OC (stereo not drawn)	1	-11	0.083	-5	17
35	CCN(Cc1ccccc1)S(=O)(=O)c1ccc(OC)c2ncccc12	7	5	0.2	-5	nt
36	CC(=O)Nc1ccc(NS(=O)(=O)c2cccc3ccccc23)cc1	1	-9	nt	2	7

no.	TNF necrop inh	hK5 inh	FXIIa inh	L929 necroptosis
25	-7.3	-12	4	3.2
26	0.5	-2	23	-0.3
27	2.7	-15	21	2.2
28	-0.5	0	8	0.7
29	16	-6	6	-0.2
30	-1.3	0	11	0.2
31	-6.0	-11	4	nt
32	0.0	-14	2	1.2
33	-15	-5	nt	-2.7
34	1.1	-15	1	0.8
35	-0.4	3	6	0.3
36	0.1	8	14	0.1

New compounds follow
no.	smiles	Hck Nef HTS	FXIa inh	KCC2 mod	thrombin 1536	Rad51 HR inh
37	Cc1ccc(-c2cc(=O)c3ccc(Cl)cc3[nH]2)cc1	0	-2	-0.49	-5	-3
38	O=C1CCc2cc(S(=O)(=O)N3CCC(C(=O)NCc4ccccc4Cl)CC3)ccc2N1	0	-2	nt	6	8
39	Cc1ccccc1OCC(=O)NC(=S)Nc1ccc(Br)c(C)n1	1	-12	nt	-5	8
40	CCCC(=O)N1CCN(c2ccc(NC(=O)c3ccc(Br)o3)cc2)CC1	-4	-3	0.71	-3	14
41	O=S(=O)(NCc1cccnc1)c1ccc(Cl)s1	0	-2	0.49	-3	-1
42	CCNS(=O)(=O)c1ccc(NC(=O)Nc2cccc(OC)c2)cc1	0	4	-0.031	1	3
43	Cc1cc(C)nc(NS(=O)(=O)c2ccc(NC(=O)c3cccs3)cc2)n1	-1	-11	0.52	-5	-5
44	COc1ccc(N2Cc3ccccc3C2=NC(=O)c2cccc([N+](=O)[O-])c2)cc1	1	-6	0.35	-12	-7
45	CCCNS(=O)(=O)c1cc(Br)cc2c1N(C(=O)CC)CC2	-8	-3	0.29	-1	-5
46	C=CCC(O)(CCN1CCCCC1)c1ccccc1 (stereo not drawn)	2	3	0.088	0	6
47	CCN(C(=O)c1cc2cc3ccc(C)cc3nc2o1)c1ccc(OC)cc1	-10	1	-0.73	-2	-14
48	CC(=O)Nc1ccc(C)c([N+](=O)[O-])c1	1	-2	1.7	-5	nt
49	Cc1cc(C)cc(N(CC(=O)N2CCN(Cc3ccccc3)CC2)S(=O)(=O)c2c(C)noc2C)c1	2	3	nt	-3	1
50	COc1ccc(NC(=O)CN2C(=O)N(C)Cc3ccccc32)c(C)c1	12	20	-0.83	18	-7
51	COc1cccc(-c2nnn(C/C(N)=N/O)n2)c1	2	21	0.73	-6	-1

no.	TNF necrop inh	hK5 inh	FXIIa inh	L929 necroptosis
37	-0.4	-2	9	0.5
38	2.1	-10	7	1.3
39	-4.9	1	-2	-0.1
40	3.7	-22	9	1.3
41	0.3	-3	10	0.0
42	-0.9	4	14	2.2
43	1.3	2	-4	-0.3
44	-1.6	-7	-2	0.1
45	2.0	-5	14	-0.8
46	-2.9	-9	17	-0.2
47	-0.6	-1	9	2.0
48	-0.8	nt	6	-0.6
49	0.6	-19	8	0.4
50	1.1	12	22	0.4
51	0.6	-1	21	0.1

These rows are one share of the data; rates above refer to the full screens.
